SIAE primary: blocks human sialic acid acetylesterase. inhibition, % at 9.66 µM. AID 1053197. SIAE FP-Rh probe binding, fluorescence polarization. Q9HAT2. hit rate 0.69% among 370,000;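 active = inhibition above a cutoff: mean of compounds within the control limits plus 3 SD of those, cut at about 17% in these data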;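 note: 0% = plate median of compound wells and 100% = probe without SIAE protein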
PRMT1 FP inh: PRMT1 (human) inhibition, primary screen; inhibition, % at 2.79 µM; Q99873; hit rate 1.3% among 370,000; recombinant PRMT1, activity-based probe fluorescence polarization;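 active = inhibition above about 21% made by adding two undisclosed values, limit read from the data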
ABHD4 inh: inhibits mouse alpha/beta hydrolase domain 4 | Q8VD66 | hit rate 0.54% among 370,000 | purified mABHD4, FP-Rh probe fluorescence polarization | inhibition, % at 8.92 µM;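 active = inhibition exceeding the mean over every tested compound plus 3 SD, cut at about 30% in these data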;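 note: 0% = plate median of compound wells and 100% = S159A mutant with DMSO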
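assay system = mABHD4 protein | compound dosing = single nominal dose of 8.92 µM, 0.89% DMSO final | read-out basis = percent inhibition of probe binding, normalized to plate controls | schedule = Enzyme–compound pre-incubation 45 min, then probe 60 min, both 25 °C | detection = fluorescence polarization, excitation 525 nm, emission 598 nm, BODIPY TMR filters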
TCR CD3 inh: human TCR-CD3 binding inhibition; TAMRA-labeled TCR probe fluorescence, biochemical; inhibition, % at 9.4 µM; hit rate 0.37% among 360,000; in the data active = inhibition above about 19%;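 note: recombinant mutant TCR 2C K166C tagged with TAMRA read by polarization; 0% = receptor in buffer alone and 100% = receptor with positive control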
DDE Tn7 FP inh: disrupts Tn7 cyclic peptide binding to fibrin D-Dimer-E complex; hit rate 0.13% among 370,000; inhibition, % at 8.3 µM; AID 720508; FP displacement of FITC-Tn7 peptide from fibrin DD(E); 0% = median of compound wells per plate;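 active = inhibition above the mean of compounds falling within the control limits plus 3 SD of them, cut at about 14% in these data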;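 note: 0% = plate median of compound wells and 100% = 10 µM Aha-Tn7 peptide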
Target sequence (P02675 whole entry, looked up): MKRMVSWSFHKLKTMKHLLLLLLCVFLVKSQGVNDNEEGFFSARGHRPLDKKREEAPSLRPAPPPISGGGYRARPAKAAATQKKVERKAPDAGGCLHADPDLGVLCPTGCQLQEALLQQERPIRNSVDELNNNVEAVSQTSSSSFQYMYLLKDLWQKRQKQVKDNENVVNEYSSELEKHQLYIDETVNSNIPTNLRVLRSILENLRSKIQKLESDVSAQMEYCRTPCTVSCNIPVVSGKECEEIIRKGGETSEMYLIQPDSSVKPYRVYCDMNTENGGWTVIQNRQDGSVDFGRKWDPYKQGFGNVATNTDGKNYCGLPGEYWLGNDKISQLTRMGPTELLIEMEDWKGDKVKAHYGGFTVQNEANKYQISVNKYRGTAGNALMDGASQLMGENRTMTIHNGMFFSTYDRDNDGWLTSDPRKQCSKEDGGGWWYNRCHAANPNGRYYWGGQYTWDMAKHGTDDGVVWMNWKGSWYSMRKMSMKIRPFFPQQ
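Assay system: Fibrin-DD(E) protein isolated from polymerized human fibrin clots; read-out basis: percent inhibition; medium: Tris/NaCl/CaCl2 buffer, pH 7.8; signal: FP measurement; incubation: 10 min plus 3 h, room temperature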
TDP2 absorb: blocks human TDP2 phosphodiesterase activity | inhibition, % at 12.8 µM | O95551 | recombinant TDP2, T5PNP hydrolysis, p-nitrophenol absorbance 415 nm | hit rate 0.34% among 370,000;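 active = inhibition above the mean of all tested compounds plus 3 SD, set per campaign, cut at about 25% in these data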;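 note: 0% = DMSO with enzyme and 100% = buffer with substrate but no TDP2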
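Assay system: recombinant human TDP2 / Reagent: T5PNP substrate at 5 mM, a TopII-DNA adduct mimic / Measured by: epi absorbance from released p-nitrophenol / Evaluation: % inhibition relative to enzyme-containing and enzyme-free wells / Control set: enzyme-free and DMSO wells / Replicates: each compound tested once, singlicate / Schedule: enzyme reaction with compound for 2 h at 37 °C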
LEDGF integ inh: blocks HIV-1 LEDGF/p75-dependent DNA integration. TR-FRET IN-LEDGF/p75 DNA integration, Eu/Cy5. hit rate 0.64% among 370,000. inhibition, % at 3.7 µM;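 active = inhibition above the screen-wide mean plus 3 SD, cut at about 13% in these data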;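 note: signal is the Cy5 over europium emission ratio at 671 and 618 nm; 0% = plate median of compound wells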
PG9 Ab binder: binds the HIV-1 gp120 antibody PG9 | TR-FRET gp120-PG9 antibody binding | inhibition, % at 6.7 µM | hit rate 0.43% among 360,000 | AID 624416; in the data active = inhibition above about 8.5%
UHRF1 binding: UHRF1 methyl-DNA binding inhibition; UHRF1 binding to methylated oligo, TR-FRET; AID 687016; inhibition, % at 4.4 µM; hit rate 0.75% among 370,000; in the data active = inhibition above about 21%;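 note: UHRF1 SRA domain binding a hemimethylated CpG hairpin DNA probe; 0% = median of test compound wells and 100% = reference inhibitor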
HTRA1 inh: inhibitors of human serine peptidase HTRA1 | Q92743 | recombinant HTRA1, FP-rhodamine activity-based probe, fluorescence polarization | AID 504803 | hit rate 0.5% among 340,000 | inhibition, % at 5.96 µM; in the data active = inhibition above about 36%;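 note: 0% = enzyme with DMSO and 100% = wells lacking enzyme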
Target sequence (Q92743 whole entry, looked up): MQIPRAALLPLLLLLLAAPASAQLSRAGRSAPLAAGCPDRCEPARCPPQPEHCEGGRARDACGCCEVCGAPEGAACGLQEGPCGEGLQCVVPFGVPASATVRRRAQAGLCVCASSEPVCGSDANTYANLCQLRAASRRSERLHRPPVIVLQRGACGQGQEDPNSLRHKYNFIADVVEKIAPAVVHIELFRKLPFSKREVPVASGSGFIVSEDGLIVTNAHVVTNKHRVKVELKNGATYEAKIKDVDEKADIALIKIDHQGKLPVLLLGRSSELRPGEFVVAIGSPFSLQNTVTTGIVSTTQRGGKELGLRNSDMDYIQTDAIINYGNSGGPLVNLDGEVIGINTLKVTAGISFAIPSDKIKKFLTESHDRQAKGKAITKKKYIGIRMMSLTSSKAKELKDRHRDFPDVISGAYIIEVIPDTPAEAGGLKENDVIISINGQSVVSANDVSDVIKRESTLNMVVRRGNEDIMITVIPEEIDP
Numbers without * were called inactive; / = not tested or not shown.

Order of results – SIAE primary, PRMT1 FP inh, ABHD4 inh, TCR CD3 inh, DDE Tn7 FP inh, TDP2 absorb, LEDGF integ inh, PG9 Ab binder, UHRF1 binding, HTRA1 inh
CCOC(=O)CC(NC(=O)C1c2ccccc2Oc2ccccc21)c1ccc(C)cc1 (stereo not given)
 : -1, 4, 6, -12, 9, 3, -2, 1.1, 6, -3
Cc1cccc(N2CCN(C(=O)Cc3c(C(=O)O)[nH]c4ccc(Cl)cc34)CC2)c1C
 : -2, 1, 0, -4, -7, 1, 3, -0.3, 2, -17
O=C1CN(S(=O)(=O)c2cccc(Cl)c2Cl)CCN1
 : -1, 1, 5, -6, 5, -12, 3, 0.2, -1, 6
C=Cc1ccc(CC2(C)C(=O)Nc3ccc(Cl)cc32)cc1 (stereo not given)
 : -3, 5, -15, -5, 4, -2, -4, 1.0, 5, /
CCCCC1=NN2CCS(=O)(=O)N=C2S1
 : 8, -1, 4, 10, -8, 1, 5, -1.2, 0, 0
CCCC(=O)NCCc1cc2c(C)ccc(C)c2[nH]c1=O
 : 0, -1, 4, -3, -3, -6, 0, 0.7, 0, -8
COc1ccc(N2CCN(C3CCCN(Cc4cccc(C(C)=O)c4)C3)CC2)cc1 (stereo not given)
 : 10, -3, 1, 6, 9, -4, -1, -0.1, 2, 3
Cc1nn(CC(=O)NCCCc2ccccc2)c(=O)c2cc3occc3n12
 : 3, -2, 11, -3, -1, 9, -1, 0.2, 0, 16
COC(=O)[C@H](CC(C)C)N(CCCc1cn(Cc2ccc(C)cc2)nn1)S(=O)(=O)c1ccc(F)cc1Br
 : -4, -1, 0, /, 3, -4, 1, /, 7, /
COC(=O)c1ccc(CSCC(=O)Nc2cc(OC)cc(OC)c2)o1
 : -5, -1, 0, 3, 5, -7, -1, 1.3, -2, 1
COc1cccc(N(C(=O)c2cnccn2)C(C(=O)NC2CCCCC2)c2ccc(Cl)cc2)c1 (stereo not given)
 : 1, 1, 1, -10, -2, -3, 0, 0.1, 2, 3
COC(=O)C(C(=O)OC)C(CC(=O)c1ccc(C)cc1)c1cc(OC)c(OC)c(OC)c1 (stereo not given)
 : -4, 2, 0, 6, 2, -1, -1, 1.2, -2, -2
CCN(CC)Cc1c(O)ccc2occ(C(=O)c3ccccc3)c12
 : 4, 13, -2, -1, -1, -17, 1, -0.1, 3, -3
Cc1cccc(-n2c(-c3ccc(Br)o3)n[nH]c2=S)c1
 : 6, 3, -1, -2, 4, 14, -1, 2.8, -4, 4
CCOC(=O)C1CCCN(C(=O)c2ccc(C(F)(F)F)nc2C)CC1 (stereo not given)
 : 2, -1, -6, 2, 2, -2, -1, -1.0, -1, /

Next section
Order of results – SIAE primary, PRMT1 FP inh, ABHD4 inh, TCR CD3 inh, DDE Tn7 FP inh, TDP2 absorb, LEDGF integ inh, PG9 Ab binder, UHRF1 binding, HTRA1 inh
CCN(CC)CCNC(=O)c1ccc(NC(=O)c2ccc3c(c2)CCC3)cc1
 : -3, -3, 5, 4, -8, -6, 2, -2.8, -1, 3
CC(OC(=O)CCSc1ccccc1)C(=O)Nc1ccc(S(N)(=O)=O)cc1 (stereo not given)
 : 2, 2, 1, -3, 9, 5, 6, 0.7, 1, 0
COc1ccc(-c2noc(CN(C)C(=O)c3ccoc3C)n2)cc1OC
 : -2, 6, 3, -5, 3, 1, -1, 1.6, 0, 0
Cc1cccc2c1-c1sc(C(=O)Nc3ccccc3N3CCN(C)CC3)cc1CO2
 : 3, -1, 5, 6, -2, -5, 2, -3.6, -4, -53
COc1ccc(-c2nc(C#N)c(NC(C)c3ccccc3)o2)cc1OC (stereo not given)
 : -1, 1, 7, -5, 4, 3, 1, 2.1, 1, -29
CCN(C(=O)CSc1nnnn1-c1ccccc1)C1CCS(=O)(=O)C1 (stereo not given)
 : 1, -6, -4, 7, 1, -9, 3, 0.0, 1, 5
CN(C(=O)c1cccc(Cl)c1)C1CCCN(Cc2ccccc2F)C1 (stereo not given)
 : 1, -3, 0, 4, 0, 14, -3, 0.0, 1, 0
O=C(N/N=C/c1ccc2c(c1)OCO2)c1cccs1
 : 3, 2, -1, 1, 4, 4, 1, -1.6, -3, -3
CC(OC(=O)c1ccco1)C(=O)NCc1ccc2c(c1)OCO2 (stereo not given)
 : 4, 3, 4, -6, -2, 6, -2, 0.4, -1, -1
CCC(Sc1ncnc2c1c(-c1ccccc1)cn2-c1ccc(OC)cc1)C(=O)OC (stereo not given)
 : 3, -4, -13, 3, -3, 0, 1, -3.2, 0, -31
Cc1ccc(Nc2nc3ccc(Cl)cc3n3cnnc23)cc1F
 : -6, 3, -10, 4, -3, -15, -3, 1.8, 2, -12
O=C(O)/C=C/c1ccccc1Oc1ccc(Cl)cc1Cl
 : -3, -1, 2, 5, 6, -10, 0, 0.8, -2, -3
CCOc1ccc(CCNC(=O)CCC(=O)Nc2ccc3nc(N4CCN(C)CC4)cc(C)c3c2)cc1OCC
 : 11, -1, 2, -3, 7, -2, -5, -1.8, -1, -1
CC(C)(C)S(=O)N1Cc2cc(C(=O)NCc3ccc4c(c3)OCO4)nc(-c3cccc(-c4ccncc4)c3)c2[C@H]1CCO (stereo not given in full)
 : 1, 6, -1, 15, 5, -2, -3, -1.0, 2, /
O=C(Nc1ccc(C(F)(F)F)cc1)C1(c2ccccc2)CC1
 : -3, 1, -11, -4, 6, -8, -1, 0.8, 3, -23

Continuation.
Order of results – SIAE primary, PRMT1 FP inh, ABHD4 inh, TCR CD3 inh, DDE Tn7 FP inh, TDP2 absorb, LEDGF integ inh, PG9 Ab binder, UHRF1 binding, HTRA1 inh
CCOc1ccc(CCNC(=O)CN2C(=O)NC3(CCCCCC3)C2=O)cc1OCC
 : 3, -3, -2, -4, -1, -9, 1, 0.7, 0, -2
CCOC(=O)N1CCN(C(=O)c2ccc(NS(=O)(=O)c3ccc(F)cc3)cc2)CC1
 : -3, 4, -5, -8, -2, -8, -1, 1.8, 3, 1
CC(=NO)c1ccc2c(c1)Cc1cc([N+](=O)[O-])ccc1-2
 : -6, 2, 4, -2, 3, -7, -3, 0.6, -9, 0
CCCCN(C(=O)Cn1nnc2ccccc21)C(C(=O)NCCOC)c1cccs1 (stereo not given)
 : 2, 0, 6, 3, 4, -4, -2, 0.7, -1, 5
CC(=O)Nc1ccc(NC(=O)C2CCN(C(=O)c3cccs3)CC2)cc1
 : 4, -2, 1, 4, 0, 6, 1, -1.0, -3, -2
C=Cn1cc(CNC[C@H]2O[C@@H](n3cc(C)c(=O)[nH]c3=O)C[C@@H]2O)c(C)n1
 : 1, 1, 4, -9, 3, -3, -5, 0.3, -2, -5
O=C(NCc1ccccn1)c1ccc(S(=O)(=O)Nc2ccccc2F)cc1
 : 1, -1, 1, -1, 1, 19, -1, -1.2, -2, 4
Cc1cc(NC(=O)c2ccc(Cl)cc2Cl)n(-c2ccccc2)n1
 : 4, -1, 7, 8, 0, 4, -1, 0.1, 2, -5
Cc1ccc(-c2nc3c4ccccc4ccn3c2CC2CCCCC2)cc1
 : -7, 3, -3, -5, 0, 0, 0, -1.2, 20, /
COc1ccc(Cc2nc3c([nH]2)c(=O)n(C)c(=O)n3C)cc1OC
 : -1, -3, 1, 1, 6, 6, 3, -0.1, 7, -1
O=S(=O)(N/N=C\C=C\c1ccccc1)c1ccc(Br)cc1
 : 1, 0, -8, 8, -6, -9, -1, -4.2, -1, 4
O=C(CC12CC3CC(CC(C3)C1)C2)NCc1ccncc1
 : -1, 0, -3, 4, 3, -3, -3, -1.0, 1, -3
NNC(=O)c1ccc(COCC(F)(F)C(F)F)cc1
 : -4, -1, -10, -4, 0, -24, 3, -1.9, -1, -12
C=C1C(=O)CC2=C1[C@](Cc1ccc(F)cc1)(C(=O)OC)N(C(=O)c1ccccc1)C2
 : -1, 3, -2, -1, -2, 7, 2, 2.7, 2, /
CCSc1nc(-c2ccc(OC)cc2)cc(-c2ccccc2)c1C#N
 : -11, 5, -15, 4, 0, -16, -6, 0.9, 5, -4
CCS(=O)(=O)N1CCC2(CC1)OCCN2S(=O)(=O)c1ccccc1
 : -5, -6, 0, 4, -8, -1, 26*, -1.2, 17, 12
Cc1cc(N2CCN(C(=O)c3ccco3)CC2)nc(-c2ccccc2)n1
 : 6, -2, 1, -2, 3, 4, 1, 2.4, -4, -2

Compounds from the list above that have a furan ring, fused or not (7):
Order of results – SIAE primary, PRMT1 FP inh, ABHD4 inh, TCR CD3 inh, DDE Tn7 FP inh, TDP2 absorb, LEDGF integ inh, PG9 Ab binder, UHRF1 binding, HTRA1 inh
Cc1nn(CC(=O)NCCCc2ccccc2)c(=O)c2cc3occc3n12
 : 3, -2, 11, -3, -1, 9, -1, 0.2, 0, 16
COC(=O)c1ccc(CSCC(=O)Nc2cc(OC)cc(OC)c2)o1
 : -5, -1, 0, 3, 5, -7, -1, 1.3, -2, 1
CCN(CC)Cc1c(O)ccc2occ(C(=O)c3ccccc3)c12
 : 4, 13, -2, -1, -1, -17, 1, -0.1, 3, -3
Cc1cccc(-n2c(-c3ccc(Br)o3)n[nH]c2=S)c1
 : 6, 3, -1, -2, 4, 14, -1, 2.8, -4, 4
COc1ccc(-c2noc(CN(C)C(=O)c3ccoc3C)n2)cc1OC
 : -2, 6, 3, -5, 3, 1, -1, 1.6, 0, 0
CC(OC(=O)c1ccco1)C(=O)NCc1ccc2c(c1)OCO2 (stereo not given)
 : 4, 3, 4, -6, -2, 6, -2, 0.4, -1, -1
Cc1cc(N2CCN(C(=O)c3ccco3)CC2)nc(-c2ccccc2)n1
 : 6, -2, 1, -2, 3, 4, 1, 2.4, -4, -2

Bioassay records deposited in PubChem by The Scripps Research Institute Molecular Screening Center.
